Screens: PubChem, Sanford-Burnham Center for Chemical Genomics
SENP1 FRET inh: SENP1 (human) catalytic domain inhibition. Q9P0U3. hit rate 0.21% among 360,000. inhibition, % at 10 µM. recombinant SENP1 catalytic domain, CyPet-SUMO1-YPet FRET cleavage. AID 624204;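 active means inhibition at least 30% at 10 µM, raw YFP signal under a set limit, fluorescence ratio 0.5 to 1.5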;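 further: 0% = enzyme with DMSO and 100% = no enzyme wells; some results filed as inactive read as strong as hits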
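Test system: hSENP1 catalytic domain, recombinant; Amount: 20 pM final SENP1 enzyme; Medium: Tris pH 8 buffer plus EDTA, NaCl, BME, BSA, NP40, catalase; Schedule: 50 min enzyme reaction, room temperature, light-protected; Technique: FRET fluorescence in CFP and YFP emission channels; Controls: no-enzyme wells low, DMSO-plus-enzyme wells high control.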
SENP7 block: inhibitors of human SENP7 protease; inhibition, % at 5 µM; recombinant SENP7, Z-RLRGG-aminoluciferin luminescence, 40 min; AID 434973; hit rate 1.5% among 330,000; Q9BQF6;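 active means inhibition above about 50% at the single test dose, limit read from the data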;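 further: plate controls were DMSO with enzyme for no effect and no enzyme buffer wells for full effect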
Target sequence (Q9BQF6 706-1050 limits assumed): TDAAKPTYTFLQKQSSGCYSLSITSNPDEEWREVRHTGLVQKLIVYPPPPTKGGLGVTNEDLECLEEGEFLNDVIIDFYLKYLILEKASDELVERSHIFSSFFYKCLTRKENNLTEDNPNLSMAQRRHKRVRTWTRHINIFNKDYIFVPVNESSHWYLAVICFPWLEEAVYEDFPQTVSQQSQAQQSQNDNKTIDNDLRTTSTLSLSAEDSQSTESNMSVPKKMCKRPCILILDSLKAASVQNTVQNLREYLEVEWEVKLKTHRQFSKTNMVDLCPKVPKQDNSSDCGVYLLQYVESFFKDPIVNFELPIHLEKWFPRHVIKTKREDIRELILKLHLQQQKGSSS
beta cell repl: MIN6 beta-cell proliferation induction. MIN6 cells proliferation, ATPlite luminescence, 48 h; cells starved in 0.2% serum; 100% = growth in 10% serum. proliferation, % at 10 µM. hit rate 0.29% among 330,000. AID 2380;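 active means compounds whose signal lies at least 3.5 SD above the mean of all wells on their plate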;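 further: 0% = DMSO-treated cells in low-serum medium and 100% = 10% serum control; some compounds called inactive have numbers as strong as hits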
SENP6 inh: blocks the human protease SENP6; Q9GZR1; Recombinant SENP6 catalytic domain, aminoluciferin luminescence; inhibition, % at 10 µM; hit rate 1.8% among 330,000; AID 2599;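 active means inhibition above about 50% at the single tested dose, limit read from the data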;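 further: plate controls were DMSO wells with enzyme for no effect and DMSO wells lacking enzyme for full effect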
Target sequence (Q9GZR1 628-1112 limits assumed): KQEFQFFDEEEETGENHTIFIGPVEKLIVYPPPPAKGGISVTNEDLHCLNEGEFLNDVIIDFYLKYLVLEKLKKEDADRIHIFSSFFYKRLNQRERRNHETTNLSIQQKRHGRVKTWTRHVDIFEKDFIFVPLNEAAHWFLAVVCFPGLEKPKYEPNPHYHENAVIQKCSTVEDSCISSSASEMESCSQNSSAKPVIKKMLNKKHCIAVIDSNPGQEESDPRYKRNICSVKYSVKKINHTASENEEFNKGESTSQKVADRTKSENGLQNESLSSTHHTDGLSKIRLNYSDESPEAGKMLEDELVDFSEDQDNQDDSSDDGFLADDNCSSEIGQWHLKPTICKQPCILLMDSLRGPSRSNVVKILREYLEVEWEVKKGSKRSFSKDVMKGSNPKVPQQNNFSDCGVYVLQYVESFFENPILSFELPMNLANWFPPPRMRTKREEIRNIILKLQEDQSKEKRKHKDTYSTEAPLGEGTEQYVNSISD
PfG6PD inh: PfG6PD (Plasmodium falciparum) enzyme inhibition; PfGluPho enzyme, NADPH resazurin-diaphorase fluorescence; inhibition, % at 20 µM; hit rate 0.78% among 350,000;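 active means inhibition reaching at least a set limit at 20 µM in the primary screen, cut at about 59% in these data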;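 further: 0% = DMSO wells with substrate and 100% = DMSO wells lacking glucose-6-phosphate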
HKDC1 inh: inhibitors of human hexokinase HKDC1; recombinant HKDC1, G6PDH/diaphorase resazurin coupled fluorescence; Q2TB90; hit rate 0.16% among 340,000; inhibition, % at 20 µM;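 active means inhibition above about 35% when tested at 20 µM, limit read from the data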;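 further: plate controls were DMSO wells with enzyme for no effect and DMSO wells lacking enzyme for full effect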
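Assay system: recombinant HKDC1 hexokinase; detection: coupled resazurin fluorescence, excitation 525 nm, emission 613 nm; benchmarks: DMSO-plus-enzyme-mix negative control, buffer-substituted positive control; compound dosing: single 20 µM dose; schedule: 90 min at room temperature in dark; also added: glucose plus 1 mM ATP as hexokinase substrates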
SENP8 block-1: inhibitors of human SENP8 protease. Q96LD8. inhibition, % at 20 µM. recombinant SENP8, Nedd8 substrate fluorescence. hit rate 0.64% among 360,000. AID 602440; in the data active means inhibition mostly above about 40%, no sharp cut-off; inactive means mostly below about 27%
Target sequence (Q96LD8 whole entry, looked up): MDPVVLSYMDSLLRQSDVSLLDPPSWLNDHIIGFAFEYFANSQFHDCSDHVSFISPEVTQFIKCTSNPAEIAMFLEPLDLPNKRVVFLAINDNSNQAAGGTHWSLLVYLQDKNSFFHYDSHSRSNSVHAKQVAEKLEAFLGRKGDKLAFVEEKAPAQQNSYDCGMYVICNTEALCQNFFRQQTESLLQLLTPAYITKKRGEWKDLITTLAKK
UBC13 polyUb: blocks human UBC13 polyubiquitin chain formation; AID 485273; hit rate 0.47% among 330,000; inhibition, % at 20 µM; TR-FRET; in the data active means inhibition above about 45%, passing the limit was not always enough
SENP8 block-2: blocks the human protease SENP8 | Q96LD8 | purified SENP8, Z-RLRGG-aminoluciferin cleavage, luminescence | inhibition, % at 10 µM | hit rate 1.2% among 330,000 | AID 2540; in the data active means inhibition above about 50%
Starred values were filed as active, the others as inactive; nt = not tested or not shown.

# | Compound | UBC13 polyUb | PfG6PD inh | SENP8 block-2 | HKDC1 inh | SENP6 inh | SENP1 FRET inh | SENP7 block | beta cell repl | SENP8 block-1
1 | c1ccc(NC2=NCCN2CCCC2CCCC2)cc1 | 7 | 2 | -8 | 2 | -5 | 1 | 5 | 3 | 13
2 | COc1cc(CC(=O)N/N=C/c2ccccc2)c([N+](=O)[O-])cc1OC | 1 | nt | 1 | nt | 8 | nt | 3 | 0 | nt
3 | CCc1ccc(C(=O)N/N=C/c2ccc(Cl)cc2Cl)nc1 | -21 | nt | -12 | nt | -18 | nt | 7 | 0 | nt
4 | COc1ccc(OC)c2nc(-c3ccc4c(c3)OCO4)ccc12 | 5 | 46 | -8 | 5 | 9 | -6 | 0 | 1 | -291
5 | O=C(CCc1ccccc1)N1CCN(CCO)CC1 | -6 | -11 | -5 | -5 | -11 | 1 | -13 | -1 | 0
6 | CCOC(=O)c1ccc(S(=O)(=O)NNC(=O)COc2ccc(C)cc2)cc1 | 4 | -6 | 5 | -14 | 12 | -2 | 6 | -1 | 11
7 | CCOC(=O)C1CCN(CCC(=O)Nc2ccc(Br)c(C)c2)CC1 | 1 | 6 | -6 | 3 | 7 | -2 | 12 | -4 | 8
8 | CCN(CC)C(=O)Cn1c(=O)oc2ccccc21 | -3 | 16 | -7 | 3 | -2 | 5 | -1 | -2 | 20
9 | O=C(c1ccccc1O)N1CCOCC1 | -2 | -6 | -1 | 4 | -21 | -1 | -6 | 3 | 11
10 | Nc1nc(SCC(=O)NCc2ccc3c(c2)OCO3)n[nH]1 | 0 | -8 | 3 | -8 | -5 | -1 | 2 | 3 | 6
11 | O=C(NS(=O)(=O)Nc1ccccc1)C1=C(N2CCCC2)COC1=O | -9 | -4 | -4 | -1 | -5 | -2 | -1 | -1 | 5
12 | CC(=O)Nc1cccc(-c2csc(Nc3ccccn3)n2)c1 | 2 | 16 | 79* | -12 | 84* | 3 | 92* | -2 | 4
13 | CC(OC(=O)c1nsc(Cl)c1Cl)C(=O)NCc1ccco1 (stereo not given) | 8 | 1 | 0 | -1 | -13 | -1 | -1 | 0 | 16
14 | CCc1nnc(NC(=O)c2ccc(Cl)c(S(=O)(=O)N3CCc4ccccc4C3)c2)s1 | -3 | -41 | 3 | -9 | -4 | -2 | 8 | -2 | -14
15 | O=C(COC(=O)C1CCN(c2ccc(C(F)(F)F)cn2)CC1)NCc1ccc(F)cc1 | 1 | 23 | -5 | -2 | -5 | -1 | 1 | -3 | -15
16 | COC(=O)C1=C(C)NC(C)=C(C(=O)OC)C1c1ccc(-c2cccc([N+](=O)[O-])c2)o1 | -8 | -4 | -7 | 1 | -11 | 4 | -8 | -3 | 47*
17 | O=C(NC1CCN(C(=O)N2c3ccccc3Sc3ccccc32)CC1)c1ccccc1F | 9 | 5 | -14 | 10 | -15 | -4 | -14 | -4 | -7
18 | O=S(=O)(c1cccc2nonc12)N1CCN(c2ccc(F)cc2)CC1 | 9 | -18 | 0 | -2 | -15 | 1 | -5 | -1 | 16
19 | CSc1ccccc1C(=O)Nc1cccc([N+](=O)[O-])c1C | -9 | -3 | -2 | -2 | -19 | 1 | -2 | -3 | 10
20 | Cc1cccc(NC(=O)CN2CCN(CC(=O)Nc3cccc(C)c3)CC2)c1 | 0 | -10 | 4 | -10 | -24 | 1 | -2 | -2 | 18
21 | O=C(COC(=O)CCc1nc2ccccc2c(=O)[nH]1)NC(c1ccccc1)c1ccccc1 | -3 | -8 | 2 | -10 | -2 | -5 | 5 | -3 | 17
22 | Cc1ccn2c(=O)nc(SCC(=O)N3CCCCC3)nc2c1 | -11 | -19 | -15 | 0 | -14 | -40 | -18 | -4 | -21
23 | CCOC(=O)C(=CNc1cc(OC)ccc1-n1cccc1)C(=O)OCC | 6 | 0 | 1 | 3 | -22 | 1 | -4 | 3 | -174
24 | CC(=O)c1ccc(Nc2c(C)n(C)n(-c3ccccc3)c2=O)cc1 | 1 | -14 | 0 | -7 | 9 | 0 | 5 | -2 | 0
25 | O=S(=O)(/C=C/c1ccccc1)Nc1ccc(F)cc1 | 1 | 10 | -9 | -8 | -15 | 0 | -5 | -3 | 3
26 | COc1ccc(/C=C/C(=O)NC(C)CCc2ccccc2)cc1 (stereo not given) | -14 | 17 | -9 | -5 | -24 | 0 | -9 | -2 | 7
27 | COC(=O)c1cccn(CC(=O)c2ccc(Cl)cc2Cl)c1=O | 5 | 4 | 0 | -6 | -9 | 2 | 3 | -2 | 17
28 | COC(C/C=C\[C@@H](O)[C@@H](C)OCc1ccccc1)OC | 5 | -5 | 2 | -4 | -6 | 2 | -9 | 3 | 24
29 | O=C(CN1CCN(Cc2ccc(F)cc2)CC1)Nc1ccccc1F | 4 | -10 | -2 | -1 | -2 | -1 | 6 | -4 | 4
30 | Cc1oc(C)c(C(N)=O)c1C(N)=O | -2 | -8 | -12 | -4 | -15 | 1 | 13 | 2 | 16
31 | Cc1ccn2cc(CCNC(=O)c3ccc(Br)o3)nc2c1 | 9 | 33 | 3 | -1 | 4 | -3 | -9 | 0 | -35
32 | O=C(c1ccc([N+](=O)[O-])c(CS(=O)(=O)c2ccc(Cl)cc2)c1)N1CCCC1 | 4 | 6 | 3 | -1 | 8 | 2 | 3 | -3 | 12
33 | Cc1cc(C)nc(N/N=C/c2cc(Br)ccc2O)n1 | -16 | 30 | -13 | -5 | -12 | -1 | -3 | -3 | 9
34 | CCCCC(=O)Nc1ccc2c(c1)OCCO2 | -2 | -3 | -2 | -2 | -19 | -1 | -1 | -1 | 14
35 | O=C(NCCCNc1ccnc2cc(Cl)ccc12)c1ccccc1F | 6 | 2 | 3 | -4 | 7 | 1 | -7 | -7 | -133
36 | O=c1[nH]c2ccccc2cc1CN(Cc1ccco1)S(=O)(=O)c1ccccc1 | 7 | 8 | 5 | 3 | -12 | -2 | 1 | 0 | -42

Of the compounds above, these contain an aryl thioether with sulfur outside any ring.
# | Compound | UBC13 polyUb | PfG6PD inh | SENP8 block-2 | HKDC1 inh | SENP6 inh | SENP1 FRET inh | SENP7 block | beta cell repl | SENP8 block-1
10 | Nc1nc(SCC(=O)NCc2ccc3c(c2)OCO3)n[nH]1 | 0 | -8 | 3 | -8 | -5 | -1 | 2 | 3 | 6
19 | CSc1ccccc1C(=O)Nc1cccc([N+](=O)[O-])c1C | -9 | -3 | -2 | -2 | -19 | 1 | -2 | -3 | 10
22 | Cc1ccn2c(=O)nc(SCC(=O)N3CCCCC3)nc2c1 | -11 | -19 | -15 | 0 | -14 | -40 | -18 | -4 | -21

Later entries
# | Compound | UBC13 polyUb | PfG6PD inh | SENP8 block-2 | HKDC1 inh | SENP6 inh | SENP1 FRET inh | SENP7 block | beta cell repl | SENP8 block-1
37 | CC(C)(C)NC(=O)Nc1nnc(SCC(=O)NC2CCCCC2)s1 | -6 | -8 | -4 | -4 | -5 | 2 | -2 | -3 | 14
38 | COc1ccc2[nH]c(=O)c(CN(c3ccccc3OC)S(=O)(=O)c3ccccc3)cc2c1 | 17 | -1 | 9 | 4 | -16 | 2 | 0 | 1 | -312
39 | CCCCC1=NN(C(=O)c2cccnc2)C(O)(C(F)(F)F)C1 (stereo not given) | -5 | -2 | -7 | -4 | -17 | 2 | 3 | 1 | 23
40 | COc1ccc(C2=NOC(COc3ccc4c(C)cc(=O)oc4c3)C2)c(OC)c1 (stereo not given) | 16 | 13 | -10 | 3 | -7 | -5 | 8 | -2 | -69
41 | Cc1cc(NC(=O)Cn2nc(C(F)(F)F)c3c2CCC3)n(-c2ccccc2)n1 | -5 | -12 | -11 | 14 | -14 | 4 | -4 | -3 | 8
42 | COc1ccccc1CN(CC(=O)NCc1ccc2c(c1)OCO2)C(=O)c1ccc2c(c1)OCCO2 | -6 | -15 | -1 | -1 | -19 | 1 | 4 | -3 | 33
43 | Cc1ccc(S(=O)(=O)N2CCOCC2)cc1C(=O)NC1CCN(Cc2ccccc2)CC1 | nt | -8 | nt | -8 | nt | -2 | nt | nt | -50
44 | CCCCOc1ccccc1NC(=O)CC1Nc2ccccc2NC1=O (stereo not given) | -9 | 2 | 3 | -1 | -6 | -26 | 4 | -4 | -51
45 | Cc1nn(Cc2ccccc2Cl)c(C)c1C(=O)NCc1ccco1 | 11 | -18 | 0 | 0 | -2 | -1 | 2 | 0 | 8
46 | COc1cccc(C(=O)O/N=C2\CCS(=O)(=O)c3sccc32)c1 | -1 | -11 | -37 | 7 | -30 | 5 | -14 | -3 | 2
47 | O=C(CN1C(=O)COc2ccc(Cl)cc21)Nc1ccc2c(c1)OCCO2 | -4 | -10 | -13 | -7 | 17 | 2 | -7 | -2 | 14
48 | CSc1nnc(N2C(=O)C(O)=C(C(=O)c3ccco3)C2c2ccccc2F)s1 (stereo not given) | -18 | 28 | -11 | 7 | 1 | 1 | -11 | -3 | -42
49 | CCc1nnc(NCn2nc(C)cc2C)s1 | -16 | -2 | 0 | -8 | -16 | 3 | -9 | 2 | 19
50 | CCOc1ccc(CCNC(=O)COC(=O)c2ccc(S(C)(=O)=O)cc2)cc1OCC | -1 | -12 | -3 | 0 | -9 | 1 | -2 | 3 | 5
51 | CCCNC(=O)CSc1ccc(S(=O)(=O)N2CCCC2)cn1 | -7 | 37 | -15 | -1 | -27 | 1 | 0 | -2 | 16
52 | CC1(C)CC(NC(=O)c2cccc(S(=O)(=O)N(Cc3ccccc3)c3ccccc3)c2)CC(C)(C)N1 | 18 | -2 | -8 | 1 | -15 | 1 | -1 | -8 | 6
53 | CSCCC(NC(=O)c1ccccc1Cl)C(=O)N1CCCCCCC1 (stereo not given) | 2 | 15 | 4 | -5 | -5 | 2 | 2 | 3 | 7
54 | Oc1c(C=Nc2ccccc2)sc2ccccc12 | -46 | 51 | 97* | 5 | 97* | -31 | 101* | 0 | -105
55 | O=C(O)CSc1nnc(COc2ccc(Br)cc2)n1-c1ccccc1 | -4 | -26 | 7 | -2 | 4 | 2 | -3 | -1 | 7
56 | O=C(Nc1nc(-c2ccccc2)cs1)c1ccco1 | 5 | 7 | 10 | -2 | 18 | -2 | 16 | 0 | 2
57 | Cc1ccccc1NCCNc1ccccc1C | 0 | 12 | -7 | 0 | -8 | 3 | -3 | 1 | 7
58 | Cc1ccc(S(=O)(=O)NC(C)C(=O)NC(C)c2cccs2)cc1 (stereo not given) | 0 | -2 | 6 | -4 | -15 | -1 | 6 | 0 | 3
59 | CCN(CC)CCNC(=O)c1c(C)oc2cc(Br)c(OC)cc12 | -6 | -4 | -12 | -8 | -10 | -1 | -12 | -3 | 11
60 | O=C(c1ccc(Cl)cc1)N1CCN=C1c1ccccc1 | 12 | -9 | 1 | -12 | -8 | -3 | 9 | 0 | 6
61 | Nc1nnnn1/N=C/c1cccc(OCc2ccccc2Cl)c1 | -1 | 4 | -1 | -9 | 11 | 3 | 11 | 1 | 4
62 | CCOC(=O)N1CCN(C(=O)Cn2ncn3nc(-c4cccs4)cc3c2=O)CC1 | -10 | -6 | -4 | -7 | -7 | 1 | -5 | -1 | -20
63 | COc1ccc(CCN(C)C(=O)C2CCN(Cc3ccc(C)cc3)CC2)cc1OC | 4 | -12 | -3 | -3 | -32 | 1 | 4 | 1 | 20
64 | COCCn1nnnc1CN(CCc1ccc(OC)c(OC)c1)Cc1cc2ccc(C)cc2[nH]c1=O | -2 | -17 | -9 | -7 | -3 | -13 | -6 | 0 | -70
65 | CS(=O)(=O)N(CC(N)=O)c1ccc(F)c(Cl)c1 | 4 | 8 | -1 | 1 | -3 | 1 | -4 | -3 | 16
